CHRM1 PAM = human M1 muscarinic receptor positive allosteric modulators, primary screen, CHO-K1 cells, Fluo-8 calcium fluorescence, 1536-well | Muscarinic acetylcholine receptor M1 (Homo sapiens), P11229 | CHO-K1 hM1, ACh EC20; 0% = ACh EC20, 100% = maximal ACh | activation, % at 3 µM | hit rate 0.088% among 360,000; in the data active = activation above about 19%, passing the limit was not always enough
M5 antag = human M5 muscarinic receptor antagonists, primary screen, CHO cells, Fluo-8 calcium fluorescence. Muscarinic acetylcholine receptor M5 (Homo sapiens), P08912. CHO-hM5 cells, ACh EC80. inhibition, % at 3 µM. hit rate 0.59% among 360,000;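 active = inhibition above a per-plate cutoff, the mean of that plate's test compounds plus 3 SD, cut at about 27% in these data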;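 note: 0% = acetylcholine EC80 with DMSO and 100% = DMSO without agonist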
Target sequence (P08912 whole entry, looked up): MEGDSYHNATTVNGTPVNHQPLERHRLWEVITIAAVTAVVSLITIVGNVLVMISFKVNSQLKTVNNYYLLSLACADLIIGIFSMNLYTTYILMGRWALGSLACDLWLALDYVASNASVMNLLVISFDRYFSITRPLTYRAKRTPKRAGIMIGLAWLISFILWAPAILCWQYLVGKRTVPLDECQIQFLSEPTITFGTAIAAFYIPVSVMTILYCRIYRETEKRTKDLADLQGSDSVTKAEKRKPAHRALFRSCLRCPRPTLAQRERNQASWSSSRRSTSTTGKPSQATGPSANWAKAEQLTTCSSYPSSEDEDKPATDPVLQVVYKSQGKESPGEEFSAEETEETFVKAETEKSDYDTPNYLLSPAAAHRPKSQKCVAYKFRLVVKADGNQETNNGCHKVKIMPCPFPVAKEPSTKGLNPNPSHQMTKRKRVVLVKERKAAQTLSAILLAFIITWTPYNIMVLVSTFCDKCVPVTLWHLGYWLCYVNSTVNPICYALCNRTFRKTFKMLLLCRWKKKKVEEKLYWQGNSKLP
M4 PAM = human M4 muscarinic receptor positive allosteric modulators, primary screen, CHO-K1 cells, Fluo-8 calcium fluorescence; AID 624126, 2012; Muscarinic acetylcholine receptor M4 (Homo sapiens), P08173; CHO-K1 hM4/Gqi5, ACh EC20; 0% = ACh EC20, 100% = maximal ACh; hit rate 0.4% among 360,000; activation, % at 3 µM;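 active = activation above its plate's cutoff, the mean activation of sample wells plus 3 SD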; note: some results filed as inactive read as strong as hits
Target sequence (P08173 whole entry, looked up): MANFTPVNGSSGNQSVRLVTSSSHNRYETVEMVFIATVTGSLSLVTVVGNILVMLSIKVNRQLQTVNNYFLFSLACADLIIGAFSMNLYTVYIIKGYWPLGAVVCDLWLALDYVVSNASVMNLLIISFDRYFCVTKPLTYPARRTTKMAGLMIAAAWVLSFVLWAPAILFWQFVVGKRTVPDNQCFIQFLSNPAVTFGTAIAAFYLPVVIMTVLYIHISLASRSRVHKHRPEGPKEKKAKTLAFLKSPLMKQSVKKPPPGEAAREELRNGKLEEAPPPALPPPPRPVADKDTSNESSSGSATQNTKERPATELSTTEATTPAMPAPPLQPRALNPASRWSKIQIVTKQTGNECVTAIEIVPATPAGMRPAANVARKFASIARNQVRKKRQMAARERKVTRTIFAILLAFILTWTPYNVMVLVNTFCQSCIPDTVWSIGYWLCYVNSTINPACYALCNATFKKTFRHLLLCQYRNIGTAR
CHRM4 agonist = human M4 muscarinic receptor agonists, primary screen, CHO-K1 cells, Fluo-8 calcium fluorescence. Muscarinic acetylcholine receptor M4 (Homo sapiens), P08173. CHO-K1 hM4/Gqi5; vehicle 0%, full acetylcholine response 100%. hit rate 0.14% among 360,000. activation, % at 3 µM;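 active = activation above the run mean over all test wells plus 3 SD, cut at about 32% in these data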;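 note: peak over basal fluorescence ratio per well then scaled between controls; 0% = DMSO wells and 100% = acetylcholine at EC100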
CRFR2-BP ag = agonists of CRF-BP/CRF-R2 complex, primary screen, cell-based, HEK293, calcium dye fluorescence, uHTS | calcium dye fluorescence (FLIPR); percent of saturating CRF peptide response | activation, % at 13.2 µM | hit rate 0.46% among 350,000 | AID 588473, 2011;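 active = activation of at least 50%, plus an integration ratio under a set limit after plate pattern correction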;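 note: plate controls were neutral control wells without compound for no effect and CRF at EC100 for full effect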
M4 antag = human M4 muscarinic receptor antagonists, primary screen, CHO cells, Fluo-8 calcium fluorescence | Muscarinic acetylcholine receptor M4 (Homo sapiens), P08173 | CHO-hM4 cells, ACh EC80 | inhibition, % at 3 µM | hit rate 0.73% among 360,000 | AID 624125, 2012;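 active = inhibition above its plate's cutoff, the mean inhibition of sample wells plus 3 SD, cut at about 27% in these data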;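 note: 0% = acetylcholine EC80 with DMSO and 100% = DMSO without agonist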
M5 ag = human M5 muscarinic receptor agonists, primary screen, CHO-K1 cells, Fluo-8 calcium fluorescence | Muscarinic acetylcholine receptor M5 (Homo sapiens), P08912 | CHO-K1 hM5 cells; 0% DMSO wells, 100% maximal acetylcholine response | hit rate 0.19% among 360,000 | AID 624037, 2012 | activation, % at 3 µM;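 active = activation above the run's mean over test compounds plus 3 SD, cut at about 23% in these data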;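 note: signal is peak over basal fluorescence ratio across the kinetic read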
CRFBP-R2 block = antagonists of CRF-BP/CRF-R2 complex, primary screen, cell-based, HEK293, calcium dye fluorescence, uHTS; inhibition, % at 11.8 µM; hit rate 0.59% among 350,000; CRF-induced calcium fluorescence;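 active = inhibition of the ligand-induced calcium signal above about 50% at the single tested concentration, limit read from the data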
CHRM5 PAM = human M5 muscarinic receptor positive allosteric modulators, primary screen, CHO-K1 cells, Fluo-8 calcium fluorescence; activation, % at 3 µM; hit rate 0.3% among 360,000; CHO-K1 hM5, ACh EC20 PAM; 0% = ACh EC20, 100% = ACh EC100; Muscarinic acetylcholine receptor M5 (Homo sapiens), P08912;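 active = activation above the run cutoff, the mean activation of all test compounds plus 3 SD, cut at about 18% in these data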
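Assay system – human M5 receptor in CHO-K1 cells · Read-out – % activation, ACh-normalized · Technique – Fluo-8 calcium fluorescence · Dosing – single-point, 3 µM nominal · Incubation – Fluo-8 loading 80 min at 37 °C plus 30 min room temperature · Repeats – singlicate, one well per test compound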
Active calls of the source: *; . = no result given.

SMILES	CHRM1 PAM	M5 antag	M4 PAM	CHRM4 agonist	CRFR2-BP ag	M4 antag	M5 ag	CRFBP-R2 block	CHRM5 PAM
O=c1cc(CN2CCN(c3ccccc3)CC2)c2c(ccc3ccccc32)o1	2	3	-1	-1	0.3	5	-5	-8	-7
CC[C@@H]1C=C(C(=O)O)[C@H](c2cccc(C)c2)N1S(=O)(=O)c1ccc(C)cc1	23	2	1	0	1.0	-8	-1	20	0
O=C(Nn1cnnc1)c1ccccc1Cl	14	-2	2	1	0.8	-2	-1	-8	8
COc1cc2[nH]c(=S)nc(NCc3cccs3)c2cc1OC	1	15	-1	5	-2.7	-10	2	-12	-5
COc1ccccc1NC(=S)NNC(=O)c1cc(C)nn1C	2	-5	5	1	-0.1	-4	0	4	9
CCOc1ccc(N(CC(=O)Nc2ccc(C)c(Cl)c2)S(C)(=O)=O)cc1	2	-2	-4	4	0.1	-4	1	-8	0
CCNc1nnc(CCn2nc(C)c(Br)c2C)s1	0	-17	11	2	4.4	2	-1	-17	24*
COc1ccc(/C=C(/NC(=O)c2ccccc2)c2nc3ccc(Cl)cc3[nH]2)cc1OC	4	2	-7	12	0.3	1	2	18	-7
O=C(OCC(=O)N1CCCCCC1)c1cccnc1Cl	11	9	0	1	-0.2	11	4	-5	0
CCOCCCn1c(=S)[nH]c2cc(C(=O)N3CCN(c4ccccc4)CC3)ccc2c1=O	-1	11	-4	0	0.2	11	-2	1	-2
O=C(NCc1cccnc1)Nc1cc(Cl)cc(Cl)c1	0	15	4	8	-0.9	7	2	-6	-4
CN(C)c1c([N+](=O)[O-])cc2[nH]c(=O)[nH]c2c1[N+](=O)[O-]	13	-3	9	2	-1.4	9	-2	-20	5
CCOc1ncccc1C(=O)N1CCN(Cc2ccc3c(c2)OCO3)CC1	4	1	13	2	3.6	3	-4	5	1
O=C(CCc1nnc2n(Cc3ccc(Cl)cc3)c(=O)c3ccccc3n12)NCCCN1CCOCC1	22	-17	-2	2	3.5	-4	-4	-8	13
CC(NC(=O)C1CSC2(C)CCC(=O)N12)c1ccccc1Cl (configuration not stated)	3	2	-2	0	0.3	-6	2	2	-2
CCCCCn1c(C)c2c(OCC)cccc(=O)c2c1C	0	2	-15	0	0.7	0	-1	-19	-11
COC1OC2COC(c3ccccc3)OC2C2OC12 (configuration not stated)	11	5	4	0	-1.2	1	1	1	-1
CN1CCCN(S(=O)(=O)c2ccccc2)c2nc3ccccc3nc21	10	1	12	9	0.3	-21	3	15	-9
O=C(Nc1ccc(F)c(Cl)c1)C1CCN(S(=O)(=O)c2cccnc2)CC1	-6	5	-4	15	-0.8	-22	6	6	-13
CCCNC(=O)C1(C)CCN(CCOc2ccc(Cl)cc2)C1 (configuration not stated)	-9	5	-5	1	.	-1	-2	.	-4
CC(=O)Nc1ccc(-c2nn[nH]n2)cc1Cl	10	-4	0	0	-0.9	1	-5	7	11
NC(=O)CCCn1c(C(=O)c2ccc(Cl)cc2)c2ccc(C(F)(F)F)cc2[n+]1[O-]	5	9	-1	0	-2.2	0	3	2	3
COc1c(OC)c2[nH]c(=O)cc3c4ccccc4n(c1=O)c23	3	-4	14	2	19	-25	0	-2	7
CCN(CC(=O)Nc1cccc(S(=O)(=O)N2CCOCC2)c1)Cc1ccccc1	7	6	-2	3	-0.7	1	0	9	-1
Cc1ccccc1N1C(=O)c2ccccc2C1Nc1cccnc1 (configuration not stated)	4	5	1	0	-2.5	5	3	12	-5
Cc1nn(Cc2cccc(F)c2)c(C)c1NC(=O)c1c([N+](=O)[O-])c(C)nn1C	-2	16	-6	2	1.1	11	-2	-7	-7
CCOC(=O)c1ccc(NC(=O)C(CC)(CC)C(=O)OCC)cc1	3	-5	0	-3	1.5	-7	-4	-5	2
Cc1cc(C(=O)O)cc(Br)c1N	10	6	0	0	-1.3	-2	0	-7	5
COc1ccc2cc(CN(Cc3cccnc3)S(=O)(=O)c3ccccc3)c(=O)[nH]c2c1	-10	10	-10	10	-2.2	12	0	-18	-9
COc1ccccc1C(=O)Nc1ccccc1N1CCCCC1	-3	-5	-9	-2	0.6	3	-8	-61	2
Cc1ccc(-n2nc3ccc(NC(=O)c4ccc5c(c4)OCO5)cc3n2)cc1	12	1	17	1	1.8	5	3	10	5
Fc1ccc(C(c2nnnn2Cc2cccs2)N2CCN(C3CCCC3)CC2)cc1 (configuration not stated)	4	-8	-2	2	-0.8	-7	-14	4	-2
CCCNC(=O)c1ccccc1NC(=O)COc1cccc2c1OC(C)(C)C2	-6	16	-10	16	-3.4	8	2	25	-23
CCc1ccc(NC(=O)CSCCN2C(=O)c3ccccc3C2=O)cc1	-3	7	-4	5	-1.4	-5	0	-4	-12
Cc1ccc(C)c(NC(=O)CCCCCN2C(=O)[C@@H]3Cc4ccccc4CN3C2=O)c1	5	4	-3	1	-2.6	0	-5	17	0
O=C(Cn1ccc(=O)[nH]c1=O)NCCO	-2	1	9	0	4.3	-10	3	-4	10

2 entries from above, with bars between the fields:
SMILES | CHRM1 PAM | M5 antag | M4 PAM | CHRM4 agonist | CRFR2-BP ag | M4 antag | M5 ag | CRFBP-R2 block | CHRM5 PAM
CCOc1ncccc1C(=O)N1CCN(Cc2ccc3c(c2)OCO3)CC1 | 4 | 1 | 13 | 2 | 3.6 | 3 | -4 | 5 | 1
O=C(CCc1nnc2n(Cc3ccc(Cl)cc3)c(=O)c3ccccc3n12)NCCCN1CCOCC1 | 22 | -17 | -2 | 2 | 3.5 | -4 | -4 | -8 | 13

Continuation.
SMILES	CHRM1 PAM	M5 antag	M4 PAM	CHRM4 agonist	CRFR2-BP ag	M4 antag	M5 ag	CRFBP-R2 block	CHRM5 PAM
N#Cc1ccsc1NC(=O)CN1CCN(S(=O)(=O)c2ccc3ccccc3c2)CC1	6	-2	-11	6	3.0	-15	-1	-2	-7
O=C(O)/C=C/C(=O)Nc1cccnc1	6	-1	-1	7	4.0	-8	0	20	-4
COc1ccc(C(=O)N2CCN(CCCc3ccccc3)CC2)cc1OC	0	2	-4	1	1.3	1	-7	5	-3
Nc1cccc(C(=O)Nc2cccc3ncccc23)c1	18	6	-2	1	2.8	2	2	26	-2
O=c1cc(O)c2ccccc2n1Cc1ccccc1F	8	-2	4	2	-1.6	-1	3	7	5
CNc1ccccc1C(C)(C)c1cc(-c2cccc([N+](=O)[O-])c2)no1	-2	5	-3	1	-0.8	-2	-1	-24	-4
Nc1c(Cl)c(Cl)nc(C(=O)N/N=C/c2ccco2)c1Cl	1	19	-7	0	-0.8	5	-1	6	-7
Cc1ccc(CN2CCN(Cc3c(C)nn(-c4ccc(F)cc4)c3C)CC2CCO)o1 (configuration not stated)	-6	11	-16	0	-0.9	19	-4	18	0
Fc1cccc2sc(Nc3nc4cc5c(cc4s3)OCCO5)nc12	2	-7	0	1	0.4	-12	-2	-27	1
CC1CCCCN1CCn1cnc2c([nH]c3ccccc32)c1=O (configuration not stated)	-14	10	-3	1	-0.8	-7	-5	-16	-15
Cn1c(N)c(C(=O)CSc2ccc3c(c2)OCCO3)c(=O)n(C)c1=O	2	6	3	5	1.8	-1	7	0	-7
Cc1cc(NC(=O)c2cnn3c(C(F)F)cc(C4CC4)nc23)no1	6	6	14	1	-1.1	3	-3	2	1

A different layout for some results above.
Each structure is followed by: CHRM1 PAM	M5 antag	M4 PAM	CHRM4 agonist	CRFR2-BP ag	M4 antag	M5 ag	CRFBP-R2 block	CHRM5 PAM
- Nc1cccc(C(=O)Nc2cccc3ncccc23)c1
    18	6	-2	1	2.8	2	2	26	-2
- O=c1cc(O)c2ccccc2n1Cc1ccccc1F
    8	-2	4	2	-1.6	-1	3	7	5

Next compounds
SMILES	CHRM1 PAM	M5 antag	M4 PAM	CHRM4 agonist	CRFR2-BP ag	M4 antag	M5 ag	CRFBP-R2 block	CHRM5 PAM
S=C(NCC1CCCCC1)Nc1ccc(Oc2ccccc2)cc1	-18	22	-14	6	5.9	1	-1	-19	-17
COc1cc(/C=C2\SC(=S)N(CC(=O)NC3=NCCS3)C2=O)cc(OC)c1OC	4	-3	-4	4	6.8	1	3	-41	1
CCC(COC)NC(=O)CCc1nnc(Cc2cccc(C(F)(F)F)c2)o1 (configuration not stated)	2	3	-1	0	0.2	0	2	-8	4
O=C(Nc1ncccc1O)c1ccc(S(=O)(=O)NCc2ccco2)cc1	15	5	1	0	-1.9	0	0	2	-1
O=C(NCc1ccco1)C(C(=O)c1ccccc1)n1ccccc1=O (configuration not stated)	-2	-2	6	0	2.1	11	2	-7	-2
O=C(CC(c1ccco1)S(=O)(=O)c1ccccc1)c1ccc(F)cc1 (configuration not stated)	-5	6	-8	2	2.4	15	4	13	-1
COC(=O)CN(C(=S)Nc1ccc(Cl)cc1)C1CC(=O)N(c2ccc(OC)cc2)C1=O (configuration not stated)	-1	12	-17	23	4.4	7	6	-46	-18
CN(C)CCNC(=O)C(=O)NCC1OCCN1S(=O)(=O)c1ccc(F)cc1 (configuration not stated)	0	-2	0	1	-0.9	-13	0	-2	3
CCOC(=O)C1=C(C)NC(=O)NC1c1cccs1 (configuration not stated)	6	0	5	2	-1.6	7	-6	-8	-10
O=C(CN(CC1CCCO1)C(=O)CNS(=O)(=O)c1ccc(F)cc1)NC1CCCCC1 (configuration not stated)	14	8	1	0	-0.7	-6	-2	-8	-6
COc1ccc(C(=O)Nc2ccc(N3CCCC3)cc2)cc1Br	5	3	1	0	-2.0	-6	0	13	6
CCC(=O)N1CCc2cc(Br)c(S(=O)(=O)CCC(=O)NCCOC)cc21	5	9	-3	1	-3.1	0	-2	-3	2
O=C(COC(=O)c1ccc(Cl)nc1)NCc1ccco1	-10	-15	5	1	-0.9	3	1	12	2
CCOc1cc(/C=C2/C(=N)N3N=C(C)SC3=NC2=O)ccc1OS(=O)(=O)c1ccc(C)cc1	-1	3	0	0	-0.2	-1	-5	-12	0
COc1cc2c(cc1OC)C(C)N(S(=O)(=O)c1cnc(Cl)c(Cl)c1)CC2 (configuration not stated)	-2	14	-5	1	0.1	13	-6	20	-4
Cc1cc(SCC(=O)c2ccccc2)n2nc(C)nc2n1	10	-11	13	1	-0.2	-23	-1	15	8
O=C(NCCC(=O)N1CCOCCOCCOCCOCC1)OCc1ccccc1	5	-2	-32	0	-0.1	3	3	7	2
CC(C)NC(=O)CSc1ccccc1C(=O)NNC(=O)Cn1ccc(C(F)(F)F)n1	14	-3	13	1	0.3	-19	0	14	1
Cc1ccc(Sc2nc3c(c(=O)[nH]c(=O)n3C)n2CCc2ccccc2)cc1	9	3	4	0	0.0	-15	1	-18	2
CCOC(=O)[C@]12CCC=C1N(Cc1cccc3ccccc13)C(=O)[C@H](CC(=O)N1CCCCC1)C2	.	3	1	-1	.	-1	-1	.	-9
Cc1c(C)c2ccc(OC(C)C(=O)NCc3ccccn3)cc2oc1=O (configuration not stated)	-2	6	0	6	-0.5	3	-5	-15	-7
Cc1ccc(C(=O)NNC(=O)c2ccc(Br)s2)cc1S(=O)(=O)N1CCOCC1	6	10	5	2	-0.6	8	1	4	-3
